Screens from PubChem.
BLM inh: inhibitors of human Bloom syndrome helicase BLM; Potency, µM (doses to about 56.1 µM), inactives show at the highest dose activity change, negative = inhibition, actives largely listed as inhibitors; 350,000 tested, 0.2% active; recombinant BLM DNA unwinding, fluorescence dequenching;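 also: plate controls were vehicle for no effect and no enzyme for full effect; nearly all actives have a fitted effect of over 35% in size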
JMJD2A Tudor: JMJD2A Tudor domain (human) inhibition | AID 504339 | Potency, µM (series often up to 114 µM), for inactives: top-dose activity change, negative = inhibition, actives largely listed as inhibitors | AlphaScreen JMJD2A-Tudor / H3K4me3 peptide binding | O75164 | 390,000 tested, 4.4% active; also: % is scaled to controls: 0 for no effect and ±100 for the full control effect; nearly all actives have a fitted effect of over 50% in size
APEX1 inh: APE1 (human) endonuclease inhibition; recombinant APE1, TAMRA/BHQ-2 abasic DNA cleavage fluorescence; 350,000 tested, 0.35% active; P27695; Potency, µM (doses to about 65.8 µM), inactives show at the highest dose activity change, negative = inhibition, hits mostly inhibitors;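 also: plate controls were vehicle for no effect and reference inhibitor for full effect; nearly all actives have a fitted effect of over 55% in size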
Target sequence (P27695 whole entry, looked up): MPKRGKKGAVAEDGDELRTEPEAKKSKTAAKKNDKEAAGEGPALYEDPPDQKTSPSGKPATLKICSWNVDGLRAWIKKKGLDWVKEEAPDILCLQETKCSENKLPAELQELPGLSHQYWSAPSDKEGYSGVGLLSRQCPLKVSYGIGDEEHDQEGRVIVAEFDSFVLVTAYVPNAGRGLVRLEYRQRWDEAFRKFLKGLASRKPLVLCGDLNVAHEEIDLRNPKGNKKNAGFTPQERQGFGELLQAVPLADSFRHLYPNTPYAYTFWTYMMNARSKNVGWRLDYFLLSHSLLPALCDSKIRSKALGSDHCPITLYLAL
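Activity was derived from the fluorescence gain between first and third kinetic reads (60 s intervals, ex 525/em 598 nm) after 50 nM THF-abasic TAMRA/BHQ-2 duplex was added to 0.75 nM APE1 preincubated 15 min with compound.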
G9a inh: G9a (human) methyltransferase inhibition | Q96KQ7 | G9a H3K9 monomethylation, AlphaScreen, 2 h | Potency, µM (top dose mostly 102 µM), without a hit: at the highest dose activity, negative = inhibition, most hits filed as inhibitors | 350,000 tested, 8.8% active | AID 504332; also: % is scaled to controls: 0 for no effect and ±100 for the full control effect; nearly all actives have a fitted effect of over 75% in size
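G9a (20 nM) preincubated 15 min RT with compounds, then 500 nM biotinylated H3K9 peptide and 20 uM SAM added; 2 h RT reaction. Monomethyl-H3K9 product detected by AlphaScreen with anti-H3K9me1 antibody, streptavidin donor and anti-rabbit IgG acceptor beads.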
Pol kappa inh: DNA polymerase kappa (human) inhibition. Q9UBT6. purified Pol kappa, fluorescent DNA synthesis assay, 10 min. Potency, µM (highest dose often 107 µM), for the others: at the top dose activity, negative = inhibition, actives largely listed as inhibitors. 400,000 tested, 0.53% active. AID 588579; also: % is scaled to controls: 0 for no effect and ±100 for the full control effect
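Pol kappa 10 nM + cpd, 15 min RT; start w/ substrate 50 nM final; fluorescence kinetic read, 0 and 10 min. Neg ctrl: buffer, no enzyme.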
POLB inh: inhibitors of human DNA polymerase beta; P06746; Pol beta primer extension/strand displacement, fluorescence kinetic; Potency, µM (top dose mostly 114 µM), inactives show at the top dose activity change, negative = inhibition, most hits filed as inhibitors; 340,000 tested, 1.3% active; AID 485314; also: % is scaled to controls: 0 for no effect and ±100 for the full control effect
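Preincubation: enzyme (10 nM) with compound, 15 min, RT. Reaction: substrate added to 50 nM final. Reads: 0 and 10 min. Analysis: normalized, Hill fit.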
POLH inh: blocks human DNA polymerase eta activity; recombinant Pol eta, fluorescent DNA replication assay; Potency, µM (series often up to 114 µM), without a hit: at the top dose activity change, negative = inhibition, most hits filed as inhibitors; 390,000 tested, 1.2% active; also: % is scaled to controls: 0 for no effect and ±100 for the full control effect
Target sequence (Q9Y253 whole entry, looked up): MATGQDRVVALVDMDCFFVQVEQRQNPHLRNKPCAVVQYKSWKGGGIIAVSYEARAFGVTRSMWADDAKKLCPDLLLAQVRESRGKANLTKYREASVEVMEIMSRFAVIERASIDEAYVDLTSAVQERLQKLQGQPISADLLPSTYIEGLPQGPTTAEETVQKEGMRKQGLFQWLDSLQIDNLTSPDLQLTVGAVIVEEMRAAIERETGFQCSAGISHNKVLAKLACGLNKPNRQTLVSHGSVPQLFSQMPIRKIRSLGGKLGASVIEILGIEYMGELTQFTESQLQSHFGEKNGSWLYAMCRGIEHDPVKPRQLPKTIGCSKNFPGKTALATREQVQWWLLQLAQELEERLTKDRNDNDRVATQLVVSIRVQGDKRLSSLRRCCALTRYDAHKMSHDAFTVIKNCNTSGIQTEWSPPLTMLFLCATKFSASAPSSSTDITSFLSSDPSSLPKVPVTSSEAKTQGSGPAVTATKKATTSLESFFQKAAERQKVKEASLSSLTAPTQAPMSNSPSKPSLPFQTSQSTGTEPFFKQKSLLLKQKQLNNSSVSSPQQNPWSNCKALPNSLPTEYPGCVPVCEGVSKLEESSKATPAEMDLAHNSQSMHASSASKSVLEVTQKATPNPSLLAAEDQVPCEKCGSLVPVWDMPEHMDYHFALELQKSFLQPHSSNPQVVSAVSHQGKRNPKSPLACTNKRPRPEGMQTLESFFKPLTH
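Pol eta (10 nM) was preincubated with compounds for 15 min at room temperature, after which fluorescent replication substrate (50 nM final) was added to start the reaction. Fluorescence was read kinetically at 0 and 10 min.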
BAZ2B inh: BAZ2B (human) inhibition | Q9UIF8 | AID 504333 | AlphaScreen BAZ2B-H3K14Ac peptide displacement | 360,000 tested, 4.4% active | Potency, µM (series often up to 114 µM), inactives show at the highest dose activity change, negative = inhibition, actives largely listed as inhibitors; also: % is scaled to controls: 0 for no effect and ±100 for the full control effect; nearly all actives have a fitted effect of over 60% in size
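BAZ2B 50 nM plus b-H3(5-23)K14Ac 50 nM, PBS pH 7.4/0.01% Tween-20, 30 min RT; compound added (max 110 uM), 30 min RT; streptavidin donor/Ni-chelate acceptor beads 10 ug/mL final, 20 min dark; AlphaScreen read.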
POLI inh: blocks human DNA polymerase iota activity; Q9UNA4; Pol iota fluorescent replication assay, 10 min; Potency, µM (highest dose often 115 µM), without a hit: at the top dose activity, negative = inhibition, actives largely listed as inhibitors; 390,000 tested, 1% active; AID 588590
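Fluorescent replication assay read twice, at 0 min and 10 min after adding 50 nM (final) substrate. Enzyme (10 nM) and compounds were first incubated 15 min at room temperature; enzyme-free buffer wells were negative controls.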
* = called active by the depositor; ? = inconclusive; . = no result given; & = joins results of further samples; ! = a repeat was not active; [ ] = dose if it differs, or a comment. Calls follow the shape of the dose curve; as a rule, active = well fitted curve in the direction sought with a large enough effect; inconclusive = small, poorly fitted or top-dose-only effect, or another doubt; inactive = no such curve, though single readings can be large; an effect the other way counts as inactive or inconclusive. Potency is read from the fitted curve at half-maximal effect. These rows are one share of the data; count on the stated rates, not on these rows.

SMILES	BLM inh	JMJD2A Tudor	APEX1 inh	G9a inh	Pol kappa inh	POLB inh	POLH inh	BAZ2B inh	POLI inh
O=C(Nc1ccccc1C(=O)O)c1cc(S(=O)(=O)NCc2ccccc2)ccc1Cl	-2.9%	-7.1%	16.4%	18.1%	-8.9%	35.7%	-16.7%	0.2%	-14.9%
O=C(NCc1ccc(Cl)cc1)C(=O)NCC1OCCN1S(=O)(=O)c1ccc2c(c1)OCCO2 (stereo unspecified)	-9.8%	-6.3%	-1.3%	-25.3%	5.2%	-10.9%	-19.2%	-17.2%	15.6%
COc1ccc(N(CC(=O)Nc2ccc(C)c(C)c2)S(=O)(=O)c2c(C)n[nH]c2C)cc1	-7.8%	-15.3%	-1.8%	-2.8%	-17.3%	-13.9%	-17.1%	-24.4%	-3.3%
O=C(COC(=O)c1cc(-c2ccccc2Cl)nc2ccccc12)Nc1ncc(C(F)(F)F)cc1Cl	-14.1%	?	?	-20.0%[59 µM]	?	31.6µM*	?	?	?
CCC(=O)C1=C(N2CCCC2)CC(C)(C)CC1=O	2.2%	-5.3%	0.2%	39.6%[12.7 µM]	-14.1%	0.0%	-10.4%	-5.1%	11.3%
CS(=O)(=O)N(CC(=O)Nc1ccccc1C(=O)NCc1ccco1)c1ccc2c(c1)OCCO2	0.6%	-31.8%	0.9%	?	-4.6%	13.3%	-12.9%	-33.3%	-4.8%[58.9 µM]
COc1cccc(NC(=S)NCc2cccnc2)c1	2.7%	-5.9%	0.6%	17.5%[59 µM]	-17.6%	16.8%	-13.5%	5.1%	1.7%
COc1ccccc1N1CCN(C(=O)CSc2nc3ccccc3o2)CC1	-2.7%	-16.5%	3.9%	?	-5.7%	?	-12.5%	-16.8%	20.6%
Cc1oc2cc3oc(=O)c(CC(=O)NCCC(=O)O)c(C)c3cc2c1C	2.5%	-10.6%	20.9%	15.1%	-6.2%	-1.9%	11.6%	2.2%	13.9%
COC(=O)c1cc2ccsc2n1CC(=O)Nc1ccc(N(C)C)cc1	-2.3%	-9.9%	-5.6%	?	-17.0%	20.9%	-5.8%	4.3%	26.7%
O=C(Oc1ccc2c(=O)c(Oc3ccc4ccccc4c3)coc2c1)c1cncc(Br)c1	-4.1%	-8.5%	-4.7%	-12.5%[59 µM]	-0.5%	-5.2%	8.2%	8.6%	9.9%
Cc1ccccc1CNC(=O)c1cnc2sc(N3CCOCC3)nn2c1=O	0.6%	0.0%	.	3.5%[59 µM]	8.7%	25.2%	11.8%	-3.6%	4.8%
Cc1ccc(-n2ncc3c(=O)[nH]cnc32)c(C)c1	-0.8%	-6.7%	13.9%	-27.1%[59 µM]	-5.3%	59.7%	-4.9%	6.3%	8.0%
Cc1nc2c(-c3ccc(F)cc3)cnn2c2c1CCC2	-6.5%	24.5%	-3.9%	42.0%[activator]	-10.8%	1.8%	-1.2%	20.0%	1.1%
C=CCn1c(SCc2ccc(Cl)cc2)nc2c1c(=O)[nH]c(=O)n2C	-1.2%	-16.4%	-1.5%	?	-8.3%	19.7%	-19.2%	-34.6%	8.7%
Cc1ccnc(NC(=S)NC(=O)/C=C/c2ccco2)c1	-13.4%	-27.3%	?	?	?	-23.7%	?	?	?
CCCn1cc(CN2CCc3ccc(NC(=O)C4CCCO4)cc3C2)c(C)n1 (stereo unspecified)	-3.6%	-25.3%	18.1%	-1.3%	6.5%	110.6%	-17.0%	-11.6%	13.7%
O=S(=O)(c1ccc(N2CCN(S(=O)(=O)c3ccc4c(c3)OCCO4)CC2)nc1)N1CCCC1	-4.6%	-17.6%	2.7%	-1.0%	2.2%	-3.3%	-15.2%	0.4%	18.5%
COc1ncc2nc(C)c(=O)n(C)c2n1	-1.6%	.	-4.8%	-0.2%[12.7 µM]	-0.9%[60.1 µM]	.	.	.	.
CC(C)C[C@@H]1NC(=O)[C@H](C(C)C)NC(=O)c2cc([N+](=O)[O-])cc(I)c2NCC[C@@H](C(N)=O)NC1=O	-4.8%	-19.6%	2.0%	12.6µM*	-9.3%	-0.1%	6.4%	79.4µM*	?
COc1ccc(C2(c3ccc(OC)cc3)NC(=O)N(CC(=O)N(C)C)C2=O)cc1	-3.0%	-17.9%	-9.0%	6.2%	-15.7%	30.6%	-15.4%	6.0%	27.8%
Cc1cccc(C)c1NC(=O)C(=O)NCC1CCCN1S(=O)(=O)c1cccs1 (stereo unspecified)	.	3.1%	33.9%	-27.5%	-7.4%	.	-11.6%	6.7%	18.9%
Cc1ccc(-c2ccc(SCC(=O)N3CCN(c4ccccc4)CC3)nn2)cc1	-3.2%	-16.6%	3.3%	-8.1%	-0.3%	-10.2%	-17.0%	-3.1%	37.4%[activator]
CCCCC[C@H](O)/C=C/C1=C(CCCCCCC(=O)O)C(=O)CC1	29.0%&4.4%	-16.6%	-9.3%&-6.1%&15.0%	27.7%[59 µM]	50.1µM*!	?	25.1µM*	?	44.7µM*
O=C(c1ccc2c(c1)N(Cc1ccccc1)CCS2)N1CCCCC1	-15.2%	?	-1.5%	-50.0%[59 µM]	1.1%	-0.6%	-10.7%	?	8.3%
CCOC(=O)c1ccc(N2C(=O)c3[nH]nc(-c4ccc(C)cc4)c3C2c2cccs2)cc1 (stereo unspecified)	-6.6%	-16.3%	.	0.2%[59 µM]	-12.5%	21.4%	-0.2%	.	-6.2%
COc1cccc(NC(=O)CC(c2ccc(OC(C)C)cc2)c2ccccc2OC)c1 (stereo unspecified)	0.8%	-8.9%	1.1%	-3.1%[59 µM]	3.2%	93.3%	-4.0%	-0.9%	36.1%[activator]
C=CCn1c(C)nnc1SCC(=O)Nc1oc(C)c2c(C)n[nH]c(=O)c12	.	-3.4%	-1.1%	31.6µM*	-14.6%	.	-7.6%	25.4%	30.2%[activator]
Cn1c(=O)cc(SCC(=O)N2CCN(c3ccc(F)cc3)CC2)c2ccc(Cl)cc21	-9.0%	-13.0%	.	-0.6%[59 µM]	-2.8%	6.5%	-3.8%	.	3.3%
Cc1ccc(CC(=O)N/N=C/c2ccc(OC(=O)c3ccc([N+](=O)[O-])cc3)cc2)cc1	-8.3%	-8.0%	1.0%	6.5%[59 µM]	-19.5%	19.0%	-2.2%	5.6%	12.4%

Two entries from above, with each value named:
> C=CCn1c(C)nnc1SCC(=O)Nc1oc(C)c2c(C)n[nH]c(=O)c12
  BLM inh: .
  JMJD2A Tudor: -3.4%
  APEX1 inh: -1.1%
  G9a inh: 31.6µM*
  Pol kappa inh: -14.6%
  POLB inh: .
  POLH inh: -7.6%
  BAZ2B inh: 25.4%
  POLI inh: 30.2%[activator]

> CCCCC[C@H](O)/C=C/C1=C(CCCCCCC(=O)O)C(=O)CC1
  BLM inh: 29.0%&4.4%
  JMJD2A Tudor: -16.6%
  APEX1 inh: -9.3%&-6.1%&15.0%
  G9a inh: 27.7%[59 µM]
  Pol kappa inh: 50.1µM*!
  POLB inh: ?
  POLH inh: 25.1µM*
  BAZ2B inh: ?
  POLI inh: 44.7µM*

(list continues)
SMILES	BLM inh	JMJD2A Tudor	APEX1 inh	G9a inh	Pol kappa inh	POLB inh	POLH inh	BAZ2B inh	POLI inh
Cc1cccc(N(CC(=O)Nc2c(C)n(C)n(-c3ccccc3)c2=O)S(C)(=O)=O)c1C	-1.6%	-11.0%	-0.7%	7.6%[59 µM]	-12.4%	-2.2%	-8.4%	-1.2%	?
O=C(c1ccc(-n2cncn2)c([N+](=O)[O-])c1)N1CCN(c2cccc(Cl)c2)CC1	-13.1%	-35.8%	-4.7%	65.5%[activator]	-9.7%	12.4%	-20.1%	0.3%	23.7%
Cc1ccccc1C(=O)Nc1cccc(NC(=O)c2ccc(C(C)(C)C)cc2)c1	-8.9%	-16.7%	.	-43.1%[59 µM]	?	9.0%	-8.5%	-4.5%	?
CCNC(=O)NC(=O)C(C)OC(=O)C(C)(C)Oc1ccc(Cl)cc1 (stereo unspecified)	-7.4%	-2.8%	12.8%	69.8%[activator]	-3.1%	24.5%	-7.9%	-1.2%	1.3%
Cc1cccc(C(=O)NCC(C)NC(=O)c2cccc(C)c2)c1 (stereo unspecified)	-5.7%	-15.0%	-13.1%	14.6%[0.501 µM]	-9.5%	11.2%	-8.5%	6.7%	119.8%[activator]
CCOc1ccc2nc(N/C(N)=N/C(=S)Nc3ccc(OC)cc3)nc(C)c2c1	-6.2%	-17.9%	10.1%	1.3%[59 µM]	-1.3%	-2.0%	0.0%	-36.4%	3.4%
Clc1ccc(-c2noc(-c3cccnc3NCc3ccco3)n2)cc1	-3.6%	-13.2%	.	-27.8%[59 µM]	-6.3%	16.9%	-8.9%	?	25.4%
CCOC(=O)c1sc(NC(=O)c2cccs2)cc1C	-7.1%	-3.6%	11.5%	8.3%[12.7 µM]	-3.6%	11.6%	-22.1%	6.1%	20.4%
COc1ccc(CCN(Cc2ccccn2)C(=S)Nc2ccccc2F)cc1OC	-2.9%	-17.0%	-1.6%	-19.1%[59 µM]	8.8%	12.1%	-17.2%	?	30.1%[activator]
CCOC(=O)C[C@H]1c2cc(F)ccc2S(=O)(=O)N1C1CCCC1	.	2.8%	.	.	7.6%&-3.3%	.	-15.2%	.	26.8%&20.4%
CCC(=O)Nc1cccc(-c2csc(-c3ccccc3)n2)c1	-0.1%	0.7%	0.4%	-10.3%[2.33 µM]	-1.0%	26.6%	-9.4%	12.0%	1.4%
O=C(NCC(c1cccs1)N1CCOCC1)c1ccc(Cl)s1 (stereo unspecified)	0.7%	-32.6%	-0.3%	?	-5.3%	-29.1%	-2.5%	-11.0%	-18.3%
CCN(CC)CCOC(=O)CCc1cccc2ccccc12	1.9%	28.2µM*	7.6%	7.94µM*	-4.2%	1.3%	-12.4%	?	14.5%
Cc1cc(N2CCCC2)nc2ccc(NC(=S)NC(C)C)cc12	-6.2%	-28.5%	0.3%	?	-6.2%[60.1 µM]	-1.1%	-6.7%	-21.3%	32.3%[activator]
Cc1noc(COc2ccccc2OCc2onc(C)c2Cl)c1Cl	-6.9%	34.7%	3.4%	105.7%[activator][59 µM]	-11.1%	-7.9%	-9.2%	151.7%[activator]	-5.9%
O=C(Nc1ccc(N2CCN(C(=O)c3cccs3)CC2)cc1)c1cccnc1Cl	-6.6%	-14.1%	-0.1%	-3.6%	2.2%	33.0%	-11.9%	-3.9%	33.7%[activator]
